# Compound activity (PubChem BioAssay)
# A-T KAP1 phos: candidate therapy for ataxia-telangiectasia; […] A-T fibroblasts, KAP-1 phosphorylation AlphaLISA; neocarzinostatin DNA damage 30 min before lysis; Potency, µM (titrated, usually from 57.5 µM), for inactives: at the highest dose activation, most hits filed as activators; actives 0.19% (n = 320,000); also: potency is read from the fitted curve at half-maximal effect; % of control where 0% means no effect; nearly all actives have a fitted effect of over 45% in size
#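 ATM-like activity read as KAP-1 phosphorylation via AlphaLISA donor/acceptor antibody pairs after lysis and 6 hr at 25C. Cells were ATM-null patient fibroblasts ([…], hTERT), dosed 60 min, then exposed to the DSB inducer NCS for 30 min.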
# Integrin act MD: activators of alpha7 integrin expression for muscular dystrophy; alpha7betagal myoblasts, beta-gal FDG fluorescence, 48 h; Potency, µM (doses to about 38.3 µM), for inactives: top-dose activation, actives largely listed as activators; actives 0.064% (n = 350,000);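 also: potency is read from the fitted curve at half-maximal effect; 100% = response of the positive control SU9516; nearly all actives have a fitted effect of over 60% in size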
#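 Alpha7betagal+/- myoblasts (passage 13) were plated 16-24 hr, then exposed to compounds (1:260 dilution of DMSO stock) for 48 hours at 37C. After MPER lysis, β-galactosidase reporter activity was read as FDG fluorescence (ex 480/em 540) after 30 minutes.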
# Eya2 phos inh: Eya2 (human) phosphatase inhibition | Potency, µM (highest dose often 76.9 µM), inactives show at the top dose activity, negative = inhibition, hits mostly inhibitors | recombinant Eya2, OMFP fluorescence dephosphorylation (OMFP is methylfluorescein phosphate) | actives 0.006% (n = 330,000) | O00167; also: potency is read from the fitted curve at half-maximal effect; % is scaled to controls: 0 for no effect and ±100 for the full control effect
#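 Eya2 (0.2 uM) preincubated 10 min at ambient with compound, then OMFP substrate added at 50 uM; 10 min reaction in 50 mM HEPES pH 7.5, 50 mM NaCl, 5 uM MgCl2, 0.05% BSA, 1 mM DTT. Fluorescence read at Ex 485/Em 525 nm.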
# TSG101-PTAP inh: blocks PTAP/TSG101 interaction to inhibit HIV-1 budding. Q99816. Fluorescence polarization, FITC-PTAP peptide / Tsg101 binding. Potency, µM (titrated, usually from 115 µM), without a hit: top-dose activity change, negative = inhibition, usual class: inhibitors. 340,000 tested, under 10 active. AID 493005; active = well fitted inhibition curve with a large enough effect in the main read-out, with a control signal flat, not every such curve was filed as active; inconclusive = small, poorly fitted or top-dose-only effect, or effect the other way, or a change in a side signal; inactive = no such curve, though single readings can be large or run the other way; also: potency is read from the fitted curve at half-maximal effect; % of control where 0% means no effect
# Target sequence (Q99816 whole entry, looked up): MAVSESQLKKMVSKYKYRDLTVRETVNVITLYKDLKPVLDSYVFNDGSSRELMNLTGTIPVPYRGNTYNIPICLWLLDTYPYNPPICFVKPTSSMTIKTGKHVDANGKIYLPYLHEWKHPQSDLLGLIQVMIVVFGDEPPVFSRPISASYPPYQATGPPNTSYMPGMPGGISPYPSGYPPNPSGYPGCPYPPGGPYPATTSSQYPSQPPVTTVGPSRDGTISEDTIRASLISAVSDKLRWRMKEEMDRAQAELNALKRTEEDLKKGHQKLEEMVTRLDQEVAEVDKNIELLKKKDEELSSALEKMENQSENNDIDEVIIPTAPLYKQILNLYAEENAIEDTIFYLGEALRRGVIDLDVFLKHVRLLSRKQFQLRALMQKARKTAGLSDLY
#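 Fluorescence anisotropy tracks displacement of a FITC-tagged PTAP peptide (50 nM) from the Tsg101 binding domain (10 uM), following a 20 min room-temperature incubation at pH 7.5.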
# ELG1 DNA repair: ELG1-dependent DNA repair inhibition | HEK293T ELG1-luciferase reporter, luminescence, 16 h; DNA damage induced by 5-fluorouridine | Potency, µM (doses to about 46.1 µM), for the others: top-dose activity change, negative = inhibition, most hits filed as inhibitors | actives 2.3% (n = 330,000) | AID 504467; also: potency is read from the fitted curve at half-maximal effect; % is scaled to controls: 0 for no effect and ±100 for the full control effect; nearly all actives have a fitted effect of over 55% in size
#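 Luminescence from the luciferase reporter, measured 30 min after ONE-Glo reagent at room temperature, was the read-out. Beforehand, 2,000 cells per well were exposed for 16 hr at 37 °C to 5-fluorouridine together with compound or vehicle.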
# ASM inhibitor: inhibitors of human secretory acid sphingomyelinase. placental ASM, HMU-PC fluorogenic substrate, 60 min. Potency, µM (titrated, usually from 57.5 µM), for the others: top-dose activity change, negative = inhibition, hits mostly inhibitors. actives 0.006% (n = 340,000); also: potency is read from the fitted curve at half-maximal effect
# Target sequence (P17405 47-631 limits assumed): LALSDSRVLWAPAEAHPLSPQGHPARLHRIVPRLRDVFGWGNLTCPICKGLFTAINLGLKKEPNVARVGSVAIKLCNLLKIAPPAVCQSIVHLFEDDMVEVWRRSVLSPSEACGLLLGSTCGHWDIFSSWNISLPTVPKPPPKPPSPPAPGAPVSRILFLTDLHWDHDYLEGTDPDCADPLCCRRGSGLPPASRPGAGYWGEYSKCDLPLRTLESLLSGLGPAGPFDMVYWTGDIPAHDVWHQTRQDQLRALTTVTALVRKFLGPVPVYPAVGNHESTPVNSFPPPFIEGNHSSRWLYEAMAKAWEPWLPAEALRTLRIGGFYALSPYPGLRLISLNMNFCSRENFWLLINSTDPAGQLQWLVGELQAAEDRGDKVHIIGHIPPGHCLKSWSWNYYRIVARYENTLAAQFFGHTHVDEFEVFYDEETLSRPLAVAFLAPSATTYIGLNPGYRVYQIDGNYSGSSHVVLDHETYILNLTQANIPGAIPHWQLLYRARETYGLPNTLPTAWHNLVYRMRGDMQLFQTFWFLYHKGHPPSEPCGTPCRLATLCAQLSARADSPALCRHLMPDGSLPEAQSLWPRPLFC
#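 Fluorescence read-out (Ex 386 nm, Em 447 nm) after stopping the reaction at pH 10. Enzyme: ASM from human placenta; substrate HMU-PC0, 9 uM final; 60 min, 37 °C. Compound preincubation 10 min, ambient temperature.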
# Chronic BCR inh: inhibitors of chronic active B-cell receptor signaling; ABC-DLBCL IkBa-CBG/CBR reporter, luminescence ratio, 4 h; Potency, µM (top dose mostly 46.1 µM), without a hit: top-dose ratio change, negative = lower green/red ratio, hits mostly inhibitors; actives 0.05% (n = 340,000); AID 493014; active = well fitted inhibition curve with a large enough effect in the signal ratio, with a control signal flat, not every such curve was filed as active; inconclusive = small, poorly fitted or top-dose-only effect, or effect the other way, or a change in a side signal; the % refers to the signal ratio;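 also: potency is read from the fitted curve at half-maximal effect; plate controls were basal doxycycline-induced cells for no effect and cells given 10 µM MG132 for full effect; MG132 reads +100%, hits lower the ratio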
#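 Compounds up to 46 uM were incubated four hours with TMD8 cells whose green CBG68 luciferase is fused to IkappaBalpha; red CBR luminescence normalised the signal, and concentration-effect curves were fitted to fusion, red and ratio data.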
# Mito fusion yeast: blocks mitochondrial division or promotes mitochondrial fusion; S. cerevisiae fusion-defective mutant growth rescue, CellTiterGlo 48 h; Potency, µM (top dose mostly 46.1 µM), for the others: at the highest dose growth rescue (activation), usual class: activators; actives 0.23% (n = 320,000); AID 485298;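 also: potency is read from the fitted curve at half-maximal effect; % of control where 0% means no effect; nearly all actives have a fitted effect of over 45% in size; temperature-sensitive fusion mutants such as fzo1-1 at 37 °C on non-fermentable ethanol glycerol medium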
#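 Temperature-sensitive fusion-defective S. cerevisiae (e.g. fzo1-1, mgm1-5) were grown with compound in YPEG medium (3% ethanol, 3% glycerol) for 48 hours at 37C. Growth rescue was measured as viability by CellTiterGlo luminescence after 10 minutes at ambient.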
# Tb PFK block: inhibitors of T. brucei phosphofructokinase. T. brucei PFK, ADP-Glo luminescence. actives 0.17% (n = 330,000). AID 485367. Potency, µM (doses to about 57.5 µM), without a hit: at the highest dose activity, negative = inhibition, most hits filed as inhibitors;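 also: potency is read from the fitted curve at half-maximal effect; 0% = uninhibited 1x PFK enzyme wells and -100% = no-enzyme wells; nearly all actives have a fitted effect of over 60% in size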
#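 Compounds were pin-transferred as a titration series up to 57 uM into substrate buffer (0.5 mM F6P, 0.1 mM ATP, pH 8.0), then 1.25 nM PFK was added and reactions ran 45 min before ADP-Glo detection.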
# TCR act: T cell receptor activation | primary human leukocytes, anti-CD3, IL-2 HTRF, 48 h | AID 504894 | 330,000 tested, under 10 active | Potency, µM (top dose mostly 9.22 µM), inactives show at the highest dose activation of IL-2 secretion, usual class: activators; also: % of control where 0% means no effect
#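 Activity was scored as IL-2 release from primary human leukocytes given only a TCR signal (a-CD3 beads) plus compound for 48 hr. Detection used a two-antibody HTRF format read at 665nm.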
# TSHR antagonist: antagonists of human thyroid stimulating hormone receptor; actives 0.2% (n = 330,000); P16473; TSHR-expressing cells, TSH-stimulated cAMP HTRF, 2 h; stronger effect = lower value; AID 504810; activity change, negative = inhibition, % at 11.5 µM;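 active = activity change below a set negative limit, meaning inhibition stronger than a set level, cut at about -70% in these data; inconclusive = activity change between two set negative limits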; also: % is scaled to controls: 0 for no effect and ±100 for the full control effect
#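 Antagonism was scored as loss of TSH-driven cAMP in TSHR cells, stimulated with 4nM TSH (EC80) for 2 hours at 37 deg C and detected by homogeneous HTRF competition immunoassay.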
# Active calls of the source: *; i = inactive; u = inconclusive; x = not tested or not shown; [ ] = another dose, or the depositor's remark. Unless noted, calls follow the shape of the dose curve; as a rule, active = well fitted curve in the direction sought with a large enough effect; inconclusive = small, poorly fitted or top-dose-only effect, or another doubt; inactive = no such curve, though single readings can be large; an effect the other way counts as inactive or inconclusive.
Compound	A-T KAP1 phos	Integrin act MD	Eya2 phos inh	TSG101-PTAP inh	ELG1 DNA repair	ASM inhibitor	Chronic BCR inh	Mito fusion yeast	Tb PFK block	TCR act	TSHR antagonist
Cc1nc2c(C)c(C)c(C)c(C)c2nc1C	3%	16%	-3%	-3%	10%	-1%	-2%	-2%	-3%	5%	0
CC(C)OCCCN(C)C1CCN(S(=O)(=O)c2csc(C(N)=O)c2)CC1	2%	-15%	-9%	-1%	6%	3%	0%	-1%	0%	2%	-1
COc1ccc(NS(=O)(=O)/C=C/c2ccccc2)cc1	8%	5%	2%	-2%	0%	3%	-3%	7%	4%	2%[46.1 µM]	4
CC(=O)N1CCN(C(=O)CCc2nnc(CCCCc3ccccc3)o2)CC1	7%	17%	-1%	1%	8%	0%	u	-2%	2%	2%	-12
COC(=O)c1c(NC(=O)CCC(=O)O)sc2c1CCCCC2	-10%	23%	2%	-8%	1%	6%	u	2%	-2%	-3%[46.1 µM]	-15
CC(=O)c1cc(-c2ccccc2)n(CC(=O)N2CCC(N3CCCCC3)CC2)c1C	-2%	23%	-6%	-6%	-4%	4%	-11%	-4%	1%	5%	10
COc1cc(C(CCN2CCCCC2)c2c(OC)cc(OC)c3c(-c4ccccc4)cc(=O)oc23)cc(OC)c1OC (configuration not stated)	39%	-5%	0%	x	10%	-5%	-11%	-20%	1%	-6%	4
COc1cc(/C=N/NC(=O)CCc2n[nH]c(=O)[nH]c2=O)ccc1O	2%	6%	-14%	-1%	27%	20%	6%	-5%	-1%	-5%[46.1 µM]	13
COCCNC(=O)C1CC(=O)N(CCc2ccccc2)C1 (configuration not stated)	1%	-2%	-3%	0%	2%	3%	-1%	-2%	-2%	-1%	15
CCC1CCCCN1CCCNC(=O)CSc1nc2nc(C)c(Cc3ccccc3Cl)c(C)n2n1 (configuration not stated)	1%	0%	5%	-5%	-4%	2%	-2%	-4%	-6%	3%	-6
O=C1CC(C(=O)Nc2ccc(O)c(C(=O)O)c2)C(c2ccccc2)O1 (configuration not stated)	10%	-6%	6%	3%	-4%	0%	-2%	2%	-3%	0%	-3
CCCc1nnc(NC(=O)CCC(=O)NCc2ccccc2)s1	-1%	-10%	-10%	-10%	25%	0%	-10%	-15%	1%	-7%	3
CCOc1ccc(C(=O)NC(=S)Nc2ccccc2N2CCOCC2)cc1Br	0%	-8%	4%	-6%	u	16%	5%	15%	-2%	-2%[46.1 µM]	-7
Cc1ccc(CN2CCc3[nH]c(=O)[nH]c(=O)c3C2)cc1	-3%	8%	26%	-1%	22%	1%	7%	0%	-3%	1%	3
COc1cccc(C(C)NC(=O)C2CCCC2)c1 (configuration not stated)	1%	14%	-11%	-1%	-13%	-7%	-1%	-1%	-1%	-4%	-1
CCN(C)c1ccc(/C=N\n2nnnc2N)cc1	4%	-18%	-27%	-7%	u	i	u	-4%	-5%	4%	-6
Cc1ccc(S(=O)(=O)N2CCCCC2)cc1NC(=O)Cn1ccc(C(F)(F)F)n1	3%	19%	9%	1%	u	-2%	3%	0%	-4%	0%	-5
COc1ccc2c(c1OC)C(C1c3c(cc4c(c3OC)OCO4)CCN1C)OC2=O (configuration not stated)	-1%	14%	-2%	-13%	3%	4%	0%	-1%	-9%	0%[46.1 µM]	5
CCCCOc1ccc(NC2=NC3(CCCCC3)N=C(N)N2)cc1	1%	-45%	-1%	-6%	-15%	-4%	u	3%	-1%	4%	13
CC(C)CN(C(=O)c1ccc2c(c1)OCCO2)c1c(N)n(Cc2ccccc2)c(=O)[nH]c1=O	x	-3%	-24%	0%	x	1%	5%	-10%	0%	-1%	10
CCOc1ccccc1N1CCN(CC(=O)NC(=O)NCc2ccco2)CC1	-14%	18%	-1%	-1%	12%	-3%	1%	6%	2%	1%	-6
CC1CCN(S(=O)(=O)c2ccc(C(=O)Nc3ccccc3-c3nc4ccccc4[nH]3)cc2)CC1	0%	u	4%	-7%	16µM*	12%	u	-3%	7%	2%[46.1 µM]	-6
Cc1ccc2cc(S(=O)(=O)NCCC(=O)O)ccc2c1	x	5%	10%	-2%	13%	2%	u	0%	-1%	2%	11
O=C(CCCNC(=O)c1ccc(Cl)cc1)NCc1ccc(F)cc1	2%	-24%	4%	-1%	-2%	-1%	5%	-13%	0%	0%	-1
Cc1ccccc1C(=O)NNC(=O)c1cccc([N+](=O)[O-])c1	-1%	u	8%	-8%	1%	6%	u	9%	-3%	-6%	-5
COc1cccc2c(=O)c(C(=O)O)c[nH]c12	-2%	22%	23%	-3%	24%	6%	u	0%	-3%	0%	0
CCN(CC(=O)NC(C)(C)C)C(=O)c1ccc2c(c1)S(=O)(=O)c1ccccc1C2=O	-1%	6%	17%	-3%	-15%	-3%	u	1%	1%	-1%	-6
Cc1cc([N+](=O)[O-])nn1CC(=O)c1ccccc1	-4%	-4%	-6%	1%	14%	5%	6%	8%	1%	1%	5
CC1(C)CC(=O)c2c(n(S(=O)(=O)c3ccccc3)c3ccc(NS(=O)(=O)c4ccccc4)cc23)C1	-2%	-28%	-13%	1%	-17%	-3%	u	-2%	3%	0%[46.1 µM]	-1
Cc1cc(Cl)ccc1OCC(=O)NCCOC(=O)Nc1sc(=S)n(C)c1C	7%	-5%	-3%	-4%	-25%	0%	-5%	-4%	5%	9%[46.1 µM]	8
COCCN(C(=O)c1ccc(N2CCCC2=O)cc1)c1c(N)n(Cc2ccccc2)c(=O)[nH]c1=O	1%	10%	-10%	0%	18%	4%	0%	4%	11%	1%	-14
CCCc1n[nH]c2c1/C(=N\OCC)CC(C)(C)C2	-5%	-3%	-19%	2%	u	2%	u	8%	-12%	0%	-25
O=C(N/N=C/c1cc([N+](=O)[O-])ccc1O)C1CC1	4%	-23%	2%	-1%	18µM*	1%	-4%	6%	0%	0%	-12
Cc1ccsc1C1Nc2ccccc2-c2nc3ccccc3n21 (configuration not stated)	10%	-7%	7%	-1%	u	x	3%	6%	-2%	0%[46.1 µM]	-3
COc1ccc(C(=O)C2CCCN(C(=O)c3cccs3)C2)cc1F (configuration not stated)	5%	-15%	u	-7%	2%	-2%	-13%	0%	0%	5%	-3
COc1ccccc1CNC(=O)c1csc2c1CCCC2	6%	1%	-14%	-2%	4%	3%	-21%	3%	-4%	1%	-14
Cc1c(OC(C(=O)O)c2ccccc2)ccc2c3c(c(=O)oc12)CCC3 (configuration not stated)	12%	6%	16%	3%	0%	37%[activator]	u	-5%	5%	-7%	22
Cn1c(=O)cc(OCC(=O)N2CCN(c3cccc(C(F)(F)F)c3)CC2)c2ccccc21	7%	9%	4%	-5%	u	-3%	10%	3%	0%	0%[46.1 µM]	29
CCOC(=O)c1c(C)[nH]c(C)c1C(=O)COC(=O)c1ccc(OC)c(OC)c1	9%	-16%	-5%	-15%	u	5%	-14%	-2%	3%	-4%	-1
CCCc1cc(=O)oc2c(C)c(OCC(=O)c3ccc(N4CCCC4)cc3)ccc12	-7%	9%	3%	-2%	6%	6%	6%	1%	3%	3%	2

# Whole records, looked up by structure:
# Shown for `CCOC(=O)c1c(C)[nH]c(C)c1C(=O)COC(=O)c1ccc(OC)c(OC)c1` → A-T KAP1 phos = 9%; Integrin act MD = -16%; Eya2 phos inh = -5%; TSG101-PTAP inh = -15%; ELG1 DNA repair = u; ASM inhibitor = 5%; Chronic BCR inh = -14%; Mito fusion yeast = -2%; Tb PFK block = 3%; TCR act = -4%; TSHR antagonist = -1
# Shown for `Cc1c(OC(C(=O)O)c2ccccc2)ccc2c3c(c(=O)oc12)CCC3` (configuration not stated) → A-T KAP1 phos = 12%; Integrin act MD = 6%; Eya2 phos inh = 16%; TSG101-PTAP inh = 3%; ELG1 DNA repair = 0%; ASM inhibitor = 37%[activator]; Chronic BCR inh = u; Mito fusion yeast = -5%; Tb PFK block = 5%; TCR act = -7%; TSHR antagonist = 22
